CHO-K1 Ca PAM = nonselective calcium activators in parental CHO-K1 cells, primary screen, counter-screen for M1 PAM project, cell-based, Fluo-8 calcium fluorescence, full deck, 1536-well; activation, % at 3 µM; hit rate 0.02% among 360,000; ATP EC20; 0% at ATP EC20, 100% at ATP max; AID 602247, 2012;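 active = activation above the run cutoff, the mean activation of all test compounds plus 3 SD, cut at about 40% in these data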;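 note: peak over basal fluorescence ratio in a 140 s read after ATP addition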
CHO-K1 Ca antag = counter-screen for M1 antagonists: effect in parental CHO-K1 cells; ATP-induced calcium, Fluo-8 fluorescence; inhibition, % at 3 µM; hit rate 0.6% among 360,000;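 active = inhibition above a per-plate cutoff, the plate's mean sample inhibition plus 3 SD, cut at about 24% in these data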;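 note: 0% = DMSO plus EC80 ATP and 100% = DMSO alone without ATP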
CHRM1 antagonist = human M1 muscarinic receptor antagonists, primary screen, CHO-K1 cells, Fluo-8 calcium fluorescence, 1536-well. inhibition, % at 3 µM. hit rate 1.3% among 360,000. Muscarinic acetylcholine receptor M1 (Homo sapiens), P11229. CHO-K1 hM1, ACh EC80 antagonist;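 active = percent inhibition above its own plate's cutoff, namely the mean of that plate's compound wells plus 3 SD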;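 note: peak over basal fluorescence ratio during 140 s after agonist addition; 0% = ACh EC80 plus DMSO and 100% = DMSO alone without agonist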
Target sequence (P11229 whole entry, looked up): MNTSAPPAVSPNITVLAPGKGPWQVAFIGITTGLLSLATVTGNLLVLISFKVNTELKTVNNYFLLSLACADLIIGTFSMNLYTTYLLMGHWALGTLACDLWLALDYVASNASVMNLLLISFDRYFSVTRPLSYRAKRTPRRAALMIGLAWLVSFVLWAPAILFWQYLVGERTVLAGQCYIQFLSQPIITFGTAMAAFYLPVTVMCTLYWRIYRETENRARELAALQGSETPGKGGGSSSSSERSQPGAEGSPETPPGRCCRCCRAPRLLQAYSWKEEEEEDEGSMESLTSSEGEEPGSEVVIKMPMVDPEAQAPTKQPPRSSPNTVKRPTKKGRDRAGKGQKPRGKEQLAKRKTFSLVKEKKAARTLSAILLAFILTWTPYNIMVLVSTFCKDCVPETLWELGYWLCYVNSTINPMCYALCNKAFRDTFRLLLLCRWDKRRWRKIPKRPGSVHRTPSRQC
CHO parental Ca = ATP-evoked calcium signal inhibitors, parental CHO, primary screen, counter-screen for OX1R antagonist project, cell-based, fluorescence, Fluo-8 calcium dye. parental CHO-K1, ATP-induced calcium, Fluo-8 fluorescence. inhibition, % at 5.6 µM. hit rate 0.63% among 330,000. AID 463079, 2010;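 active = inhibition above that plate's mean sample inhibition plus 3 SD, cut at about 26% in these data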;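 note: 0% = ATP-challenged DMSO wells and 100% = DMSO wells without ATP; some compounds past the cut are filed as inactive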
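Assay system – parental CHO cells · Reagent – ATP stimulus · Detection – intracellular calcium via Fluo-8 no-wash fluorescent dye · Evaluation – percent inhibition of ATP-evoked calcium rise, normalized to controls · Controls – ATP wells versus no-ATP DMSO wells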
TAAR1 antagonist = human TAAR1 antagonists, primary screen, Fluo-8 calcium fluorescence, CHO RD-HGA16 cells. Trace amine-associated receptor 1 (Homo sapiens), Q96RJ0. hit rate 1.5% among 360,000. inhibition, % at 3 µM. AID 624466, 2012. antagonist;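 active = inhibition above a per-plate cutoff, the mean inhibition of test compounds on that plate plus 3 SD, cut at about 49% in these data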;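 note: 0% = DMSO plus EC80 beta-PEA response and 100% = DMSO alone without agonist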
Target sequence (Q96RJ0 whole entry, looked up): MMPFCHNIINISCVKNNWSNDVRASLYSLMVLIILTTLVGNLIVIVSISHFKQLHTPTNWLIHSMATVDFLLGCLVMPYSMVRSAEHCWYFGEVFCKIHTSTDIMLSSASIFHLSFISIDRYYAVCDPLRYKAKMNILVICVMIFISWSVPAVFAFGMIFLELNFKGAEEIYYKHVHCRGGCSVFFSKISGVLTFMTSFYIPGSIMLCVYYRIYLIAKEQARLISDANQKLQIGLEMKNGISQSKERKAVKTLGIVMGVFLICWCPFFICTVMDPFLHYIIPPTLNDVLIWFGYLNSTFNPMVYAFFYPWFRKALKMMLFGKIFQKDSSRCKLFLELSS
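Test system: hTAAR1-expressing CHO RD-HGA16 cells, Gα16-coupled; Probe or stimulus: EC80 β-phenethylamine stimulus; Compound dosing: single nominal final test compound concentration of 3 µM; Timing: 140 s kinetic read after compound, 140 s after agonist; Signal: Fluo-8 calcium-sensitive fluorescence; Measure: % inhibition of agonist calcium response; Controls: DMSO and EC80 PEA controls.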
M1 ag parental = counter-screen for M1 agonists: effect in parental CHO-K1 cells; Fluo-8 calcium fluorescence; scaled to maximal ATP response, vehicle zero; activation, % at 3 µM; hit rate 0.48% among 360,000; AID 602248, 2012; in the data active = activation above about 15%;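 note: untransfected CHO-K1 host cells lacking M1 receptor as counterscreen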
M1 ag = human M1 muscarinic receptor agonists, primary screen, Fluo-8 calcium fluorescence, CHO-K1 cells, HTS; Muscarinic acetylcholine receptor M1 (Homo sapiens), P11229; CHO-K1 hM1, agonist mode; 0% DMSO, 100% acetylcholine EC100; activation, % at 3 µM; hit rate 0.33% among 360,000; AID 588814, 2011;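 active = activation above the run's mean compound activation plus 3 SD, cut at about 16% in these data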;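 note: peak over basal fluorescence ratio within a 140 s kinetic read after compound addition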
TAAR1 agonist = human TAAR1 agonists, primary screen, Fluo-8 calcium fluorescence, CHO RD-HGA16 cells | Trace amine-associated receptor 1 (Homo sapiens), Q96RJ0 | vehicle wells 0%, saturating PEA agonist 100% | activation, % at 3 µM | hit rate 0.99% among 360,000 | AID 624467, 2012;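 active = activation above the mean activation of all test compounds in the run plus 3 SD, cut at about 38% in these data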
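Test system: RD-HGA16 (CHO) cells co-expressing Gα16 and hTAAR1 | Doses: Single dose, 3 µM | Schedule: 17-24 h seeding, 75 min 37 °C dye, 30 min RT | Evaluation: % activation from peak over basal fluorescence ratio, DMSO-to-PEA scaled | Technique: Kinetic Fluo-8 calcium fluorescence | Benchmarks: Low control DMSO, high control PEA (EC100)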
M1 PAM = human M1 muscarinic receptor positive allosteric modulators, primary screen, CHO-K1 cells, Fluo-8 calcium fluorescence, 1536-well; Muscarinic acetylcholine receptor M1 (Homo sapiens), P11229; CHO-K1 hM1, ACh EC20; 0% = ACh EC20, 100% = maximal ACh; activation, % at 3 µM; hit rate 0.088% among 360,000; AID 588819, 2011; in the data active = activation above about 19%, passing the limit was not always enough
The depositor's hits bear a star; . = no result given. Hits appear at their usual frequency; overall some 4.4% were active at least once.

Each structure is followed by: CHO-K1 Ca PAM, CHO-K1 Ca antag, CHRM1 antagonist, CHO parental Ca, TAAR1 antagonist, M1 ag parental, M1 ag, TAAR1 agonist, M1 PAM
- Cn1nc(C(=O)NNC(=O)c2ccccc2F)c2ccccc2c1=O
  14, -14, -4, 1, 12, 0.3, -1, -1, 4
- COc1ccc(C2C(C(=O)NCc3cccnc3)c3cc(OC)c(OC)cc3C(=O)N2C)cc1 (stereo unspecified)
  24, -16, -3, -7, -3, 0.5, -3, 1, 10
- CC(C)(C)c1cc(/C=N/NC(=O)C[n+]2ccccc2)cc(C(C)(C)C)c1O
  -5, -4, 20, -7, -19, 0.8, -9, 4, -16
- CCOC(=O)c1cnc2c(C)c(C)ccc2c1Nc1ccc(S(=O)(=O)Nc2ncccn2)cc1
  20, -7, -9, -18, -5, 0.2, -2, 0, 9
- Cn1c(=O)c2c(ncn2CC(=O)Nc2ccc3c(c2)OCO3)n(C)c1=O
  14, -11, -7, -10, -9, 0.1, -3, 2, 7
- CCN(CC)CCNC(=S)NC(=O)c1cn(-c2ccccc2)nc1-c1ccc(OC)cc1
  -6, 1, 6, -13, 3, 0.5, -5, 0, 1
- CC(=O)Nc1ccc(C(=O)Nc2cccc(S(=O)(=O)N(C)c3ccccc3)c2)cc1
  1, -10, 6, -19, 52*, 7.5, 0, 18, 0
- CCOc1cnc(-c2c(-c3c(Cl)cccc3Cl)noc2C)o1
  -13, 15, 3, -19, 16, -0.8, -14, 12, -16
- Cc1ccc(NC(=O)c2ccc(NCc3ccc(F)cc3)nc2)cc1
  3, 9, 4, 3, -16, 1.3, -4, -1, -6
- CS(=O)(=O)N(Cc1ccccc1)c1ccc(C(=O)N2CCc3ccccc3C2)cc1
  9, -15, -7, -9, 91*, 1.7, 0, 93*, 5
- O=C(CSc1n[nH]c(-c2ccncc2)n1)Nc1ccc(Cl)c(C(=O)O)c1
  7, -12, -7, 3, 1, 0.5, -4, 4, 9
- COc1ccc2oc(=O)c(C(=O)O)cc2c1
  19, -5, -6, -8, 9, 0.9, -4, 5, 3
- CCCCCC(=O)NNC1CC(=O)N(c2ccccc2)C1=O (stereo unspecified)
  -1, 0, -6, -4, -25, -0.2, -3, 2, 7
- O=C(CCNC(=O)c1ccc(Br)o1)NCc1ccccn1
  -6, -10, -9, -4, 21, -0.2, 0, 2, 6
- O=C(CCc1nc(-c2ccccc2Cl)no1)NCC1CCCO1 (stereo unspecified)
  17, -13, -3, -7, -9, 0.0, -2, 0, 7
- CCN(C(=O)COC(=O)c1ccc2c(c1)OCO2)c1ccccc1
  0, 2, -8, -19, -18, -0.4, -5, 0, -7
- Cc1ccc(OCCN(C)C(=O)C2CCC(=O)N(Cc3ccccc3F)C2)cc1 (stereo unspecified)
  -5, 4, -4, -1, -9, 1.0, -3, 0, 5
- C=CCOc1ccc(C2NC(=O)c3ccccc3O2)cc1OC (stereo unspecified)
  -10, 16, -17, ., -6, -0.3, -1, 1, 13
- COC(=O)CN(c1cc(Cl)ccc1OC)S(=O)(=O)c1ccc(OC)c(OC)c1
  11, -4, 1, -10, 5, 1.4, -5, 0, 3
- COc1ccc(-c2cc(=O)oc3c(C)c(OCc4nn[nH]n4)ccc23)cc1
  17, -4, -4, 7, 12, 0.3, -4, 1, 2
- CCCCn1nnnc1C1(C)CCC(=O)N1Cc1ccc(OC)c(OC)c1 (stereo unspecified)
  9, -8, ., ., -1, 0.5, ., 1, .
- C=CCC[C@H](CCCCC)OC(=O)/C=C/[C@H](O)[C@@H](O)C[C@H](O)CC=C
  18, -12, ., ., 0, 0.1, ., -2, .
- Cc1c(C(=O)OC2CCCCC2)sc2nc[nH]c(=O)c12
  3, -18, -5, 10, -11, 0.3, -5, 3, -2
- CC1(C)CC(C(CC(=O)Nc2nccs2)c2ccccc2)CCO1 (stereo unspecified)
  16, -3, 0, -10, -6, 4.3, -2, 5, 0
- Cc1ccc(NS(=O)(=O)c2ccc3c(c2)NC(=O)C(C)C(=O)N3)c(Br)c1 (stereo unspecified)
  -9, 11, -11, -9, 8, -0.1, -2, 0, 2
- CC(C(=O)Nc1ccccc1)N1CCN(C(=O)c2ccco2)CC1 (stereo unspecified)
  22, -12, -11, -6, -2, 0.3, -3, 12, 13
- N#CCc1nc(CSc2nc3ccccc3o2)cs1
  4, -15, 7, -23, 1, 1.1, -5, 5, -4
- CCOc1ccc(NC(=O)c2ccc(NC(=O)c3ccc(CN4CCOCC4)cc3)cc2)cc1
  7, -1, 0, -6, 61*, 1.3, -2, 12, -1
- Cc1cccc(N(CC(=O)N/N=C/c2cc([N+](=O)[O-])ccc2Cl)S(C)(=O)=O)c1C
  6, 2, 9, -23, ., -0.1, 0, ., -3
- O=C(NCCCNC(=O)c1cc(Cl)ccc1Cl)c1ccco1
  -13, 6, 9, -5, 8, -0.6, 1, -3, 7
- COc1ccccc1Cc1c(-c2ccco2)nc2c3ccccc3ccn12
  4, -15, ., ., 12, 0.2, ., 4, .
- CN1CCCN(C(=O)CC2(CC(=O)O)CCCCC2)CC1
  6, -16, -8, 13, -8, 0.5, -6, 1, 2
- Cc1ccc(-n2nnnc2SCC(=O)Nc2sccc2C#N)cc1
  9, 10, -7, -3, -17, 4.6, 5, 2, 6
- O=C(c1cn(-c2ccccc2)nc1-c1ccc(Cl)s1)N1CCOCC1
  20, -8, -1, -14, 18, 2.2, -1, 9, 5
- N#Cc1nc(-c2ccco2)oc1NCCN1CCOCC1
  0, -29, -8, 5, 12, 0.4, 6, 3, 4
- CC(CC(=O)N1CCN(c2ccccc2)CC1)c1ccccc1 (stereo unspecified)
  16, -3, 8, -12, 2, 0.0, 0, 1, 1
- Cc1ccc(C(=O)N/C(=C/c2ccccc2)C(=O)NCC2CCCO2)cc1 (stereo unspecified)
  19, 0, -11, -14, -18, 0.1, -6, 1, 10
- O=C(COC(=O)c1n[nH]c2ccccc12)NC(=O)NC1CCCCC1
  14, -11, -4, -9, -7, 3.0, 2, 44*, 6
- CCOC(=O)c1cc(NC(=O)N(C)C2CCCCC2)c(C)nc1C
  12, -20, 0, -5, -2, 1.9, -3, -1, 7
- COc1ccc(-c2ccc([C@H]3[C@H]4C=CC[C@@H](C)[C@@H]4C(=O)N3Cc3ccccc3)c(F)c2)cc1OC
  17, -23, 5, -33, -4, 0.8, -2, 6, -5
- Cc1ccc(NC(=O)C[n+]2cc(-c3ccc(C)cc3)n3c2CCC3)cc1
  6, -4, -1, -12, -6, -0.2, -8, 3, -2
- C=CCSc1nnc(NC(=O)c2ccc3c(c2)OCCO3)s1
  8, 2, -15, ., -5, 1.2, -4, 1, 8
- O=C(COc1ccc(F)cc1)NC1CC1
  -2, 7, 7, 7, 21, 0.6, -1, 4, 1
- COc1ccccc1N1C(=O)CC(Nc2ccc(N3CCOCC3)cc2)C1=O (stereo unspecified)
  11, -6, -9, 5, -3, 0.6, -3, 1, 5
- COc1ccccc1N1CCN(C(=O)CNC(=O)c2ccc(Cl)cc2Cl)CC1
  2, -14, -2, -26, -8, 2.5, -5, -1, 5
- CC1CN(c2ccc(Cl)cc2)c2nc3c(c(=O)[nH]c(=O)n3C)n2C1 (stereo unspecified)
  -1, 3, 5, ., -25, -0.4, -2, 4, 5
- COc1cccc(CNC(=O)c2cc3c(c(-c4cccc(-c5cccc(C#N)c5)c4)n2)[C@H](CCO)N(S(=O)C(C)(C)C)C3)c1 (stereo partly specified)
  10, 11, 19, ., 32, 3.9, -1, 9, -9
- Oc1ccc(/C=N\Nc2cc(N3CCOCC3)nc(N3CCOCC3)n2)c(O)c1
  17, -7, -4, -8, -9, 2.5, -1, 8, 0
- COc1ccccc1C=C1SC(=S)NC1=O
  -4, -9, -21, ., -21, 1.4, 2, 2, 10
- Cc1nc(NC(=O)CSc2ccc(-c3nc4ccccc4[nH]3)cn2)sc1C
  5, 4, 2, -13, 3, 16*, -7, 5, 1
- CCCN(c1ccc(OCC)cc1)S(=O)(=O)c1ccc2c(c1)NC(=O)CO2
  16, -28, -5, -18, -1, 0.6, -10, 1, -6
- Cn1c(=O)n(Cc2ccco2)c(=N)c2c3c(sc21)CCC3
  28, -12, 6, -14, 2, 0.6, -7, 4, -2
- COc1cccc(C(=O)NOCc2ccc(C)cc2)c1OC
  2, -1, 6, -8, 15, 0.5, -2, 4, 1
- COCCNC(=O)NC(=O)COC(=O)c1cccn1C
  -6, -6, -8, -11, 0, 0.4, 0, 7, 11

Entries above that contain a thiophene ring, fused or not, in the order listed:
Each structure is followed by: CHO-K1 Ca PAM, CHO-K1 Ca antag, CHRM1 antagonist, CHO parental Ca, TAAR1 antagonist, M1 ag parental, M1 ag, TAAR1 agonist, M1 PAM
- Cc1c(C(=O)OC2CCCCC2)sc2nc[nH]c(=O)c12
  3, -18, -5, 10, -11, 0.3, -5, 3, -2
- Cc1ccc(-n2nnnc2SCC(=O)Nc2sccc2C#N)cc1
  9, 10, -7, -3, -17, 4.6, 5, 2, 6
- O=C(c1cn(-c2ccccc2)nc1-c1ccc(Cl)s1)N1CCOCC1
  20, -8, -1, -14, 18, 2.2, -1, 9, 5
- Cn1c(=O)n(Cc2ccco2)c(=N)c2c3c(sc21)CCC3
  28, -12, 6, -14, 2, 0.6, -7, 4, -2

Copied from the listing, four compounds:
Each structure is followed by: CHO-K1 Ca PAM, CHO-K1 Ca antag, CHRM1 antagonist, CHO parental Ca, TAAR1 antagonist, M1 ag parental, M1 ag, TAAR1 agonist, M1 PAM
- CCCN(c1ccc(OCC)cc1)S(=O)(=O)c1ccc2c(c1)NC(=O)CO2
  16, -28, -5, -18, -1, 0.6, -10, 1, -6
- Cn1c(=O)n(Cc2ccco2)c(=N)c2c3c(sc21)CCC3
  28, -12, 6, -14, 2, 0.6, -7, 4, -2
- COc1cccc(C(=O)NOCc2ccc(C)cc2)c1OC
  2, -1, 6, -8, 15, 0.5, -2, 4, 1
- COCCNC(=O)NC(=O)COC(=O)c1cccn1C
  -6, -6, -8, -11, 0, 0.4, 0, 7, 11

Compound activity: PubChem BioAssay, The Scripps Research Institute Molecular Screening Center
